Bioassay records deposited in PubChem BioAssay by several laboratories.
CHOP inh: inhibitors of CHOP induction in ER stress response. CHO-K1 CHOP-promoter luciferase, tunicamycin-induced, 15-18 h. inhibition, % at 10 µM. 220,000 compounds, 3.8% hits. AID 2732;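 active = compounds that reduced the stress-induced luciferase reporter signal by more than about 70% of percent inhibition, limit read from the data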;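 also: 0% = tunicamycin plus vehicle and 100% = wells without tunicamycin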
p47phox inh: p47phox (human) inhibition | P14598 | p47phox/p22phox peptide binding, fluorescence polarization, 2 h | inhibition, % at 24.7 µM | 220,000 compounds, 0.53% hits | AID 1274;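 active = inhibition above about 30%, limit read from the data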;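 also: 0% = p47phox with labelled peptide and 100% = labelled peptide alone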
Target sequence (P14598 whole entry, looked up): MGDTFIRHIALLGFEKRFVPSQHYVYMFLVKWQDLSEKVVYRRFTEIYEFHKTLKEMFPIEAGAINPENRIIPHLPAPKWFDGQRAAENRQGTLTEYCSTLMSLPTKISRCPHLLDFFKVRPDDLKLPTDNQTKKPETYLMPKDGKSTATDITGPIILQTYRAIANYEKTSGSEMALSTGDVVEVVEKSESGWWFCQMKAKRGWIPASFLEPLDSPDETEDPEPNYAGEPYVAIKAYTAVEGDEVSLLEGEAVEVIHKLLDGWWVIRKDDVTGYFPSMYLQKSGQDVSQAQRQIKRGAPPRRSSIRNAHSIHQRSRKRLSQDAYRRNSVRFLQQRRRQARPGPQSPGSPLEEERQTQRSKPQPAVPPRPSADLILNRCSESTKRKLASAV
S1P4 agonist: activates the human S1P4 receptor. AID 1509. S1P4-expressing cell line, agonist reporter assay. activation, % at 4.98 µM. 220,000 compounds, 0.35% hits; in the data active = activation above about 11%;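 also: 0% = DMSO vehicle and 100% = reference agonist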
Ba/F3 V617F tox: reduce viability of Ba/F3 cells dependent on JAK2V617F. 220,000 compounds, 1.1% hits. inhibition, % at 5.6 µM. AID 1446. Ba/F3 EpoR-JAK2V617F viability, ATP luminescence;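 active = inhibition above the campaign mean plus 3 SD over all tested compounds, cut at about 24% in these data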;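 also: cytokine-independent growth of Ba/F3 cells driven by EpoR plus mutant JAK2; 0% = DMSO-treated cells and 100% = JAK inhibitor I control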
NPY Y1 blocker: antagonists of human neuropeptide Y receptor Y1 | P25929 | 200,000 compounds, 1% hits | inhibition, % at 3.6 µM | HEK293-CNG Y1 cells, membrane potential fluorescence; NPY at EC95, then isoproterenol | AID 1040;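 active = inhibition above the campaign mean inhibition of all tested compounds plus 3 SD, cut at about 20% in these data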;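 also: 0% = DMSO wells given NPY plus isoproterenol and 100% = isoproterenol alone without NPY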
Target sequence (P25929 whole entry, looked up): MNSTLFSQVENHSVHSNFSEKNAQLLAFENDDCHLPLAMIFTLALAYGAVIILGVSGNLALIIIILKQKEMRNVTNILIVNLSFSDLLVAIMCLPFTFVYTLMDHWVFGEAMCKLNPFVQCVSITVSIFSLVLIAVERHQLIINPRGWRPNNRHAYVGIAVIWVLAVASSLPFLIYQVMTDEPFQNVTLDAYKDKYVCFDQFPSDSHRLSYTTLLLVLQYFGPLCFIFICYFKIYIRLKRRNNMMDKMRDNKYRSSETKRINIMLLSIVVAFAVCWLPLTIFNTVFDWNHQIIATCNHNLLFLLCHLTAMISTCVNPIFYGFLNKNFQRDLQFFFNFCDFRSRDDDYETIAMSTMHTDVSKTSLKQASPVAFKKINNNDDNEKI
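Benchmarks – high control isoproterenol alone, low control NPY with isoproterenol · Material – HEK293 Y1/CNG channel cell line · Times – dye 3 h, compound 60 min room temperature, stimulation 45 min · Probe or stimulus – NPY (25 nM), isoproterenol (1 µM), Ro 20-1724 (25 µM) · Evaluation – % inhibition of NPY effect · Signal – fluorescence, membrane potential probe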
S1P4 antagonist: human S1P4 receptor antagonism | 220,000 compounds, 0.26% hits | O95977 | S1P4-expressing cells, antagonist mode, reporter read-out | AID 1510 | inhibition, % at 4.98 µM; in the data active = inhibition above about 29%;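 also: 0% = wells stimulated with agonist and 100% = vehicle wells without agonist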
NPY-Y1 PAM-ag: human NPY-Y1 potentiation or agonism, primary screen | NPY-Y1 expressing cells, potentiator/agonist activation | 220,000 compounds, 0.37% hits | P25929 | AID 1304 | activation, % at 3.6 µM; in the data active = activation above about 33%, passing the limit was not always enough;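 also: cells stimulated with NPY at EC10 then isoproterenol at EC100; 0% = low agonist plus stimulus and 100% = saturating agonist plus stimulus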
BaF3 parental: reduces parental Ba/F3 cell viability, JAK2V617F counter-screen. inhibition, % at 5.6 µM. 220,000 compounds, 1.1% hits. CellTiter-Glo ATP luminescence. AID 1486;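 active = inhibition above a per-campaign cutoff, the mean inhibition of all tested compounds plus 3 SD, cut at about 27% in these data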;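 also: 0% = DMSO wells and 100% = JAK Inhibitor I control wells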
NPY-Y2 PAM-ag: potentiators or agonists of human neuropeptide Y receptor Y2; P49146; cells expressing NPY-Y2, potentiator/agonist read-out; activation, % at 3.6 µM; 220,000 compounds, 0.45% hits; in the data active = activation above about 27%;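 also: cells stimulated with NPY near EC25 plus isoproterenol at EC100; 0% = vehicle plus submaximal agonist and 100% = vehicle plus saturating agonist; some results beyond the cut were filed as inactive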
* marks the source's active call; other numbers are inactive results; . = no result given.

Values run as follows: CHOP inh	p47phox inh	S1P4 agonist	Ba/F3 V617F tox	NPY Y1 blocker	S1P4 antagonist	NPY-Y1 PAM-ag	BaF3 parental	NPY-Y2 PAM-ag
Cc1cc2c3c(c1)C1(C(=O)N3C(C)(C)CC2C)C(C#N)=C(N)OC2=C1C(=O)CC(C)(C)C2 (stereo not given)
  -14	-2	1.0	-2	-3	-27	13	2	-1
COc1ccc(-c2nnc(SCC(=O)Nc3cc(S(=O)(=O)N4CCCCC4)ccc3Cl)n2N)cc1
  37	-27	0.3	-5	2	-21	1	5	-9
COc1ccccc1-c1cn[nH]c1-c1ccc(OCc2ccccc2F)cc1O
  15	-10	0.5	1	.	-5	23	0	-10
Cc1c(F)cccc1NS(=O)(=O)c1ccc2c(c1)NC(=O)CO2
  -22	-11	-1.2	-3	-2	1	14	0	-9
COc1ccc2c(c1)c(/C=N/Nc1nc3ccccc3[nH]1)c(C)n2C
  -54	6	0.7	2	.	32*	42*	53*	29
COC(=O)c1ccc(NC(=O)c2ccc(NC(=O)C3CCCO3)cc2)cc1 (stereo not given)
  2	-1	-1.3	0	4	-6	0	1	-5
Cc1ccc2nc(SCC(=O)N(CC(C)C)c3c(N)n(CC(C)C)c(=O)[nH]c3=O)[nH]c2c1
  34	-7	1.0	0	8	2	6	8	-6
COc1ccc(-c2[nH]ncc2CN(CC2CCC(=O)N2)C(C)C)cc1F (stereo not given)
  1	2	-0.2	5	6	-1	-8	1	-2
COc1ccc(NC(=S)NCCN2CCOCC2)cc1
  -1	-10	-1.9	-3	3	4	6	1	-1
CCSc1nc(C)c(C(C)=O)cc1C#N
  -1	-18	0.8	-2	6	-2	-7	6	8
COc1ccc(NC(=O)C23CCC(C)(C(=O)C2)C3(C)C)cc1 (stereo not given)
  -6	-14	1.0	-1	0	-2	6	6	6
COCCCNC(=O)NC(=O)c1ccccc1
  -6	-7	1.5	1	-1	6	-9	2	3
Nn1c(SCc2ccccc2)nc2c(cnn2-c2ccccc2)c1=O
  10	4	1.5	4	-1	-9	-5	3	-8
Cn1c(N)c(C(=O)COC(=O)c2nc(Cl)ccc2Cl)c(=O)n(C)c1=O
  -8	-5	-0.3	3	5	-30	4	13	-4
FC(F)(F)c1ccc(C2Nc3cccc4cccc(c34)N2)cc1
  87*	-1	1.2	4	8	8	11	2	-8
COC(=O)C1Cc2c([nH]c3ccccc23)CN1 (stereo not given)
  13	1	-1.5	2	-5	10	-8	2	-8
CC(=O)Nc1ccc(S(=O)(=O)Nc2nc3n(n2)C(c2ccccc2)CC(=O)N3)cc1 (stereo not given)
  47	-3	0.6	-7	2	-9	-15	0	13
COCc1cc(C)nc(SCC(=O)N2CCC(C)CC2)c1C#N
  34	-13	0.6	-1	7	-12	-33	5	1
COCCN(Cc1cc2cc3c(cc2nc1Cl)OCO3)C(=O)c1cccc(C)c1
  27	-18	-0.4	-2	.	-2	-2	4	-3
CCn1cc(CN2CCc3c([nH]c4ccccc34)C2c2cccc(OC)c2)c(C)n1 (stereo not given)
  -10	-3	1.0	-1	-1	-14	13	0	-17
CC(Sc1ccc(Br)cc1)C(N)=O (stereo not given)
  11	-4	1.2	1	-2	-5	-6	3	-3
Cc1ccc(C(=O)O/N=C(\N)c2ccc(Br)cc2)cc1
  72*	-10	-0.2	1	-4	-4	-11	5	-7
O=C(NC1CCCCCC1)C1CCN(C(=O)Cc2ccccc2)CC1
  -5	-11	0.5	1	0	-4	9	6	-2
Cc1ccc(-n2ncc3c(SCC(=O)NNC(=O)c4ccco4)ncnc32)cc1
  -2	-8	1.6	4	-2	-15	3	9	1
Cc1ccc(SCC(=O)Nc2c(Br)cnn2C)cc1
  4	-3	-0.9	0	.	-6	-4	-1	7
O=C(CCC1CCCN(C(=O)c2ccsc2)C1)NCc1ccc(F)c(F)c1 (stereo not given)
  10	6	1.1	0	-2	-6	-6	0	-6
Cn1cccc1/C=N/NC(=O)c1sc2cc(Cl)ccc2c1Cl
  26	-13	2.7	-3	2	-8	-29	3	2
COc1ccccc1Nc1nc(-c2cccs2)cs1
  .	.	1.5	-5	1	-17	17	0	15
O=C(COc1ccc2ccccc2c1)NC1=NCCS1
  -9	-1	-2.9	-4	-6	-15	7	-1	-2
CC(C)(C)c1ccc(OCc2nc(-c3ccccn3)no2)c(Br)c1
  68	-20	1.5	2	2	-14	-9	6	-26

10 compounds from above, ordered by length of the SMILES, highest first:
Values run as follows: CHOP inh	p47phox inh	S1P4 agonist	Ba/F3 V617F tox	NPY Y1 blocker	S1P4 antagonist	NPY-Y1 PAM-ag	BaF3 parental	NPY-Y2 PAM-ag
CCn1cc(CN2CCc3c([nH]c4ccccc34)C2c2cccc(OC)c2)c(C)n1 (stereo not given)
  -10	-3	1.0	-1	-1	-14	13	0	-17
COCCN(Cc1cc2cc3c(cc2nc1Cl)OCO3)C(=O)c1cccc(C)c1
  27	-18	-0.4	-2	.	-2	-2	4	-3
COC(=O)c1ccc(NC(=O)c2ccc(NC(=O)C3CCCO3)cc2)cc1 (stereo not given)
  2	-1	-1.3	0	4	-6	0	1	-5
O=C(CCC1CCCN(C(=O)c2ccsc2)C1)NCc1ccc(F)c(F)c1 (stereo not given)
  10	6	1.1	0	-2	-6	-6	0	-6
COc1ccccc1-c1cn[nH]c1-c1ccc(OCc2ccccc2F)cc1O
  15	-10	0.5	1	.	-5	23	0	-10
Cc1c(F)cccc1NS(=O)(=O)c1ccc2c(c1)NC(=O)CO2
  -22	-11	-1.2	-3	-2	1	14	0	-9
FC(F)(F)c1ccc(C2Nc3cccc4cccc(c34)N2)cc1
  87*	-1	1.2	4	8	8	11	2	-8
COCc1cc(C)nc(SCC(=O)N2CCC(C)CC2)c1C#N
  34	-13	0.6	-1	7	-12	-33	5	1
Cc1ccc(SCC(=O)Nc2c(Br)cnn2C)cc1
  4	-3	-0.9	0	.	-6	-4	-1	7
CCSc1nc(C)c(C(C)=O)cc1C#N
  -1	-18	0.8	-2	6	-2	-7	6	8

(further entries)
Values run as follows: CHOP inh	p47phox inh	S1P4 agonist	Ba/F3 V617F tox	NPY Y1 blocker	S1P4 antagonist	NPY-Y1 PAM-ag	BaF3 parental	NPY-Y2 PAM-ag
CC1(C)Cc2c(sc3ncnc(NNC(=S)NCc4ccccc4)c23)CO1
  20	-10	-0.3	73*	6	-6	-4	80*	5
O=C(C1CCN(S(=O)(=O)c2cccc3nsnc23)CC1)N1CCCc2ccccc21
  1	-143	0.1	6	-7	-11	-3	11	3
Cc1cccc(CC(=O)Nc2c3c(nn2-c2cccc(Cl)c2)CS(=O)C3)c1 (stereo not given)
  34	-2	-5.2	-1	6	2	-20	1	-4
O=C(NCc1cccnc1)C1CCCN(S(=O)(=O)c2ccc(Cl)cc2)C1 (stereo not given)
  17	-5	0.1	-1	0	-12	7	2	7
O=C(Nc1ccc(Cl)c(Cl)c1)c1ccc(Cn2cc(Cl)cn2)cc1
  -2	-18	0.2	-1	-5	-26	2	3	5
Cc1ncc([N+](=O)[O-])n1CCOC(=O)NC(NCc1ccccc1Cl)C(Cl)(Cl)Cl (stereo not given)
  2	-9	1.2	-5	-1	-4	7	-1	8
Cc1cc(C)c(C#N)c(Nc2ccc3c(c2)OCCO3)n1
  22	-3	2.9	1	3	-15	-3	2	-3
CC1(C)CC(=O)C(C=NCCN2CCN(C(=S)NC3CCCCC3)CC2)=C(O)C1
  29	-12	-0.7	0	1	-5	6	7	3
COc1ccc(C2CC(c3ccccc3)Nc3nc(N)nn32)cc1 (stereo not given)
  14	-5	-1.5	4	-1	6	2	5	-16
Cc1ccc2c(c1)N(Cc1ccc3c(c1)OCO3)C(=O)C(C)O2 (stereo not given)
  -5	7	0.9	0	7	-17	-14	2	-4
O=C(Cn1ncc2c(=O)oc3ccccc3c21)N1CCCN(Cc2ccccc2F)C1
  15	-18	0.6	1	0	7	-4	5	6
CCCCC1(CC(=O)OCC)C(=O)N(c2ccccc2)N(c2ccccc2)C1=O
  49	8	0.1	4	-3	-34	-2	6	9
C/C(=N\NC(=O)c1c(Br)c(C)nn1C)c1cccc(NC(=O)C2CCC2)c1
  -2	-10	0.4	3	10	10	3	5	4
Cc1ccnc(N2CCCC(C(=O)Nc3nnc(C)s3)C2)n1 (stereo not given)
  29	-12	0.8	-6	6	-4	2	0	8
O=C(Cc1cccs1)N/N=C/C(Br)=C/c1ccccc1
  104*	-6	1.1	2	4	-16	-4	2	-10
COC(=O)c1ccc2c(c1)N(C)CCS2
  -11	2	-0.3	-1	-1	-4	1	4	-5
Cc1ccc(SCc2ccc(C(=O)NCc3cccnc3)cc2)cc1
  46	8	0.0	-4	-3	-13	-10	3	-2
CCOC(=O)/C(C#N)=C/Nc1cc(C(=O)OCC)cc2c(OC)c(OC)ccc12
  2	-2	0.1	1	.	1	-20	-5	5
CCOC(=O)N1CCC(NC(=O)C2CCN(C(=O)N3CCOc4ccccc43)CC2)CC1
  11	-10	-0.1	1	-3	-3	2	1	1
COc1ccc(C2C(C#N)=C(N)Oc3cc4c(cc32)OCO4)cc1 (stereo not given)
  37	64*	-0.1	3	4	-6	-12	5	-9
O=C(CN1CCCC1)N1c2ccccc2Sc2ccc(C(F)(F)F)cc21
  17	6	0.9	-4	12	-11	-38	0	-4
Cc1ccc(CN2C(=O)CCC2C(=O)NCc2ccccc2Cl)cc1 (stereo not given)
  9	-4	0.5	2	4	0	-5	1	3
CC(C)n1nc(C(=O)Oc2cccc(Cl)c2Cl)c2ccccc2c1=O
  42	3	0.2	4	-4	-13	-16	5	4
CC1=Nc2ccccc2/C1=C\c1nc(-c2ccc(F)cc2)oc1O
  18	-114	-1.2	-3	-4	-4	26	3	16
COCC(C)n1c(SCc2ccc(C(=O)OC)o2)nc2ccccc2c1=O (stereo not given)
  51	-3	-0.6	0	3	-19	-9	10	-36
O=C(NCC1CCCN(C(=O)c2cccnc2)C1)c1ccc(-c2ccccc2)cc1 (stereo not given)
  -11	4	2.0	-3	-3	-5	23	5	-1
Cc1cc(C)nc(SC2c3cccc4cccc(c34)C2NS(=O)(=O)c2ccccc2)n1 (stereo not given)
  -10	-7	2.0	5	1	13	-18	8	-11
CSc1ccc(/C=N/n2c(C)cc(C)cc2=O)cc1
  -23	-14	1.9	-1	8	-11	-1	3	-20
COc1ccc(/C(O)=C(\C#N)c2nc3ccccc3n2C)cc1OC
  -11	-4	3.2	-2	0	-25	-22	4	17
CN1C(=O)c2ccc(NC(=O)C3CCCCC3)cc2C1=O
  5	-9	1.1	3	6	-5	-31	7	-16
CNC(=S)/N=C(/Nc1ccccc1)c1ccccc1
  -8	0	1.4	1	5	-19	-11	1	-11
